Source: PubChem BioAssay
RGS4 pot: potentiators or activators of RGS4 | HEK293 M3R/inducible RGS4, carbachol calcium flux Fluo4; active compounds read low | B-score at 10 µM | 0.92% of 310,000 active | AID 463111;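 active = B-score of the integrated calcium signal more than 4 SD below the library mean, with starting fluorescence not abnormally high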;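 note: negative B-score means reduced calcium response which marks RGS4 activation or potentiation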
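Material: M3R-expressing HEK293 line, RGS4 induced by doxycycline | Schedule: Overnight RGS4 induction, 30 min dye load 37 °C, 20 min compound RT | Measured by: Fluo4 fluorescence kinetic imaging of calcium | Read-out: Integrated calcium ratio converted to B score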
GSK3 alpha inh: blocks human GSK-3 alpha kinase; P49840; ADP-Glo luminescence, 60 min; inhibition, % at 10 µM; 0.1% of 320,000 active; AID 2650;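 in the data active = inhibition above about 50%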;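 note: GST-tagged GSK-3 alpha with peptide substrate and 25 µM ATP; 0% = DMSO neutral wells and 100% = GW8510 positive control wells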
PolyA inhibitor: blocks polyadenylation in yeast reporter cells | S. cerevisiae SKY197-pL101 polyadenylation reporter, beta-gal luminescence; efflux-impaired pdr1/pdr3 knockout yeast; score 100 = 6 SD above DMSO | calls only at 12 µM | 0.02% of 300,000 active | AID 1875;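 active = lowest replicate activity score at least 50, where 100 means six control SD above control mean; inconclusive = lowest score under 50 but half or more replicates reach 50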;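 note: yeast exposed to compound for 9 h at 30 °C; higher score means more reporter readthrough which indicates perturbed polyadenylation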
KCNK3 block: human KCNK3 channel inhibition, primary screen; O14649; B-score at 10 µM; 0.84% of 340,000 active; CHO-KCNK3 thallium flux, FluxOR fluorescence; active compounds read low;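 active = B-score under library mean minus 4 SD, starting fluorescence ratio at most library mean plus 5 SD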;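 note: more negative B-score means stronger inhibition of thallium flux through KCNK3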
Dyrk1A ADPGlo: blocks rat Dyrk1A kinase activity | Q63470 | ADP-Glo luminescence, NFATc1 peptide | inhibition, % at 12.5 µM | 0.43% of 310,000 active; in the data active = inhibition above about 50%;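 note: plate controls were vehicle with enzyme for no effect and no enzyme for full effect; many of its hits are not listed in these tables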
KCNQ1 pot: human KCNQ1 channel potentiation or activation; 0.35% of 310,000 active; CHO-K1 KCNQ1, thallium flux FluxOR fluorescence; active compounds read high; B-score at 10 µM;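 active = fluorescence ratio B-score, a plate-corrected score, at least three library SD, with initial intensity B-score within 5 SD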
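Test system: CHO-K1 cells stably expressing KCNQ1 / Medium: assay buffer / Also added: depolarizing K+/Tl+ stimulus, K2SO4 and Tl2SO4 each 12.5 mM in 5x stock / Incubation: 90 min dye loading and 20 min compound exposure, both at room temperature / Signal: thallium influx via FluxOR fluorescence, kinetic imaging / Evaluation: B score of baseline-normalized fluorescence ratio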
HDAC3 inhib: blocks human histone deacetylase 3; recombinant HDAC3, fluorogenic peptide/trypsin coupled, fluorescence; inhibition, % at 8.3 µM; 0.15% of 320,000 active; AID 2718; in the data active = inhibition above about 26%, passing the limit was not always enough; inconclusive = no clear call, values can overlap the other calls
Target sequence (O15379 whole entry, looked up): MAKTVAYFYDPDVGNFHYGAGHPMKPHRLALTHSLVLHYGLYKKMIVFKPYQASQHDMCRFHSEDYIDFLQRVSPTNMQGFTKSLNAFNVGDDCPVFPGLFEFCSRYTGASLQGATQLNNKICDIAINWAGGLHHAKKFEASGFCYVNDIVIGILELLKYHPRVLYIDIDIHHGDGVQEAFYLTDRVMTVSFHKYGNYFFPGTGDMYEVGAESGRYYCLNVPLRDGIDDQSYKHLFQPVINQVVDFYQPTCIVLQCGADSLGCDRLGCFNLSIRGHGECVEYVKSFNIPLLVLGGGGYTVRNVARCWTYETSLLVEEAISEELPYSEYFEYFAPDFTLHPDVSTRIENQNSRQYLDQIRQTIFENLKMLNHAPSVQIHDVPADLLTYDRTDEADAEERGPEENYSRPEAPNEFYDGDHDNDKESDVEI
hERG protect: hERG (human) protection from proarrhythmic block | CHO-hERG, FluxOR thallium flux, dofetilide IC70 present | Q12809 | activation (rescue from dofetilide block), less the hit threshold, % at 10 µM | 0.51% of 310,000 active;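 active = activation above the mean of controls blocked by dofetilide plus 5 SD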;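 note: thallium influx through hERG after potassium depolarization seen as dye fluorescence rise; in these data hits start at about 4.7%; inactives centre near -7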
GSK3beta inhib: blocks human GSK3beta kinase activity. 0.038% of 300,000 active. GST-GSK3beta kinase, ADP-Glo luminescence, 60 min; active compounds read low. activity score (negative = inhibition), % at 10 µM;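 active = more than half of replicate wells score below -50%, meaning over 50% inhibition versus plate controls; inconclusive = some replicates but at most half score below -50%; inactive = no replicate scores below -50%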;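 note: 0% = median DMSO wells and -100% = median GW8510 positive control wells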
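test system = GST-tagged human GSK3beta kinase, cell-free | reagent = 25 µM ATP with peptide substrate | dosing = one dose of 10 µM per compound | schedule = 60 min reaction, RT | detection = luminescent ADP-Glo measurement of ADP formed | control set = DMSO neutral wells and GW8510 at 20 µM as positive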
KCNQ1 block: inhibitors of human KCNQ1 potassium channel; P51787; CHO-K1 KCNQ1, FluxOR thallium flux fluorescence; active compounds read high; B-score at 10 µM; 1.3% of 310,000 active;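 active = compounds whose thallium flux B-score, printed positive for inhibition, exceeds three library SD while starting fluorescence stays within three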;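 note: channel opened by potassium depolarization with thallium stimulus after 20 min compound exposure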
KCNK9 inh: human KCNK9 channel inhibition. HEK293 KCNK9, FluxOR thallium flux fluorescence; active compounds read low. B-score at 10 µM. 1.2% of 310,000 active. AID 488922;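 active = ratio B-score over 3 SD below the library mean, with starting fluorescence within 5 SD of its mean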;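 note: negative B-score means less thallium flux so channel inhibition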
Target sequence (Q9NPC2 whole entry, looked up): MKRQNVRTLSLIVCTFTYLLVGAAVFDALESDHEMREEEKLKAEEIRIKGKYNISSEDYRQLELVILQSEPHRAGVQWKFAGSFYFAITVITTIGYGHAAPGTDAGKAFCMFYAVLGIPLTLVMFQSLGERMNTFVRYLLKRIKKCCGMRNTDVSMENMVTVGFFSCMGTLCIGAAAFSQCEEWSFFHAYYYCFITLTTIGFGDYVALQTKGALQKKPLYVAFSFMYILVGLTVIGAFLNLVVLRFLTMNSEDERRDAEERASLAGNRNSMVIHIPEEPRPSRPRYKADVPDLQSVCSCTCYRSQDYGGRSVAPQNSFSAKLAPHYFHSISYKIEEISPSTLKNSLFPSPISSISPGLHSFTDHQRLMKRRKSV
* = called active by the depositor; i = inactive; ? = inconclusive; nt = no result given. A portion of the library (hit frequency here may not be typical).

SMILES | RGS4 pot | GSK3 alpha inh | PolyA inhibitor | KCNK3 block | Dyrk1A ADPGlo | KCNQ1 pot | HDAC3 inhib | hERG protect | GSK3beta inhib | KCNQ1 block | KCNK9 inh
Cc1c(C(C)C)c(=O)n(-c2ccc(S(=O)(=O)NC(C)C)cc2)n1C | i | 2 | i | i | 0 | i | 5 | -12 | -4 | i | i
O=c1cnn(Cc2ccc(F)cc2)c2ccccc12 | i | -2 | i | i | 10 | i | 2 | -10 | -3 | i | i
COc1ccc(S(=O)(=O)Nc2ccc(NC(C)=O)cc2)cc1Cl | i | 2 | i | i | -2 | i | 2 | -5 | 3 | i | i
CCOc1ccc(CCNC(=O)COC(=O)c2nn(C)c(=O)c3ccccc23)cc1OCC | i | -2 | i | i | -2 | i | 7 | -8 | 0 | i | i
CCCCn1c(SCC(=O)Nc2nnc(C(C)C)s2)nc2c1c(=O)n(C)c(=O)n2C | i | -1 | i | i | -2 | i | 4 | -9 | -3 | i | i
Cn1c(=O)[nH]c(=O)c2c1nc(CN1CCN(c3ccc(F)cc3)CC1)n2CCN1CCOCC1 | i | -2 | i | i | 17 | i | -4 | -7 | 1 | i | i
COc1ccc(-c2noc(C(=O)NCc3ccc(F)cc3)n2)cc1OC | i | -3 | i | i | 2 | i | 4 | -10 | 2 | i | i
Cc1cc(NS(=O)(=O)c2ccc(NC(=S)NC(=O)c3cccc(S(=O)(=O)N(C)C)c3)cc2)no1 | i | nt | i | i | nt | i | 3 | -9 | 3 | i | i
COc1ccc(C(=O)NCC(=O)OCC(=O)N2CCCc3ccccc32)cc1 | i | -5 | i | i | 2 | i | 0 | -6 | 1 | i | i
CN1CCN(c2nc(-c3ccc(C(C)(C)C)cc3)nc3ccccc23)CC1 | i | 0 | i | i | 4 | i | 12 | -12 | -1 | i | i
CCOC(=O)c1cccc(NC(=O)COc2ccc([N+](=O)[O-])cc2)c1 | i | 0 | i | i | 12 | i | nt | -12 | 1 | i | i
O=C(NC1CCCC1)c1ncn[nH]1 | i | 0 | i | i | 1 | i | 0 | -11 | 3 | i | i
O=c1c2ccccc2nnn1COc1ccc(F)cc1Cl | i | -1 | i | i | -2 | i | 2 | -2 | 0 | i | i
O=C(NCCNc1ccc([N+](=O)[O-])cc1)c1cccs1 | i | -1 | i | i | -1 | i | 1 | -9 | -4 | i | i
c1ccc(-c2nn3c(Cn4nnc5ccccc54)nnc3s2)cc1 | i | -3 | i | i | nt | i | 7 | -8 | 6 | i | i
Cc1c(C#N)c2ccccc2n1CC(=O)N1CCCc2ccccc21 | nt | 1 | i | i | 0 | nt | 2 | nt | 4 | nt | nt
COc1ccc(/C=N/NC(=O)c2cccc([N+](=O)[O-])c2)cc1OS(=O)(=O)c1ccccc1 | i | 0 | i | i | 2 | i | -8 | -16 | 1 | i | i
O=C1c2ccccc2C(=O)N1CC1c2ccccc2CCN1C(=O)C1CCCCC1 (centres undefined) | i | 1 | i | i | -5 | i | -3 | -9 | 3 | i | i
N#Cc1c(NC(=O)CSc2ncnc3c2cnn3-c2ccccc2Cl)sc2c1CCCC2 | i | 4 | i | i | -1 | i | -3 | -9 | -2 | i | i
CCCCN(C(=N)N1CCCCC1)c1nc(C)c([N+](=O)[O-])c(=O)[nH]1 | i | -1 | i | i | -5 | i | -3 | -13 | -2 | i | i
Cc1cc(OC(=O)c2ccc(S(=O)(=O)N(C)C)cc2)cc(=O)o1 | i | 0 | i | i | -3 | i | -1 | -2 | -2 | i | i
Cn1nnnc1SCC(=O)Nc1cc(C(C)(C)C)nn1-c1ccccc1 | i | -1 | i | i | 23 | i | -1 | -9 | -3 | i | i
Cc1ccccc1CN(C)C(C)C(=O)NCc1ccccc1 (centres undefined) | i | -3 | i | i | 5 | i | -1 | -5 | 2 | i | i
CCOC(=O)N1CCN(C(=O)C2CCN(Cc3ccc(O)c(OCC)c3)CC2)CC1 | i | 0 | i | i | -2 | i | 4 | -6 | 1 | i | i
O=C(O)C1=C[C@H](c2ccc(F)cc2)C[C@H](OCc2ccc(CO)cc2)O1 | i | -5 | i | i | 8 | i | 2 | -2 | 4 | i | i
COc1ccc(-c2n[nH]c(=S)o2)c(OC)c1 | i | 5 | i | i | -14 | i | -22 | -4 | 0 | i | i
Cc1ccn2c(=O)nc(SCC(=O)NCc3ccc(F)cc3)nc2c1 | i | 1 | i | i | -8 | i | 2 | -10 | 0 | i | i
CC1CCC/C(=N\NS(=O)(=O)c2ccccc2)C1 (centres undefined) | i | 0 | i | i | 0 | i | nt | -5 | -5 | i | i
C/C(=N\Nc1ccc(C(F)(F)F)cc1[N+](=O)[O-])C1CC1 | i | -1 | i | i | -6 | i | 2 | -1 | 0 | i | i
Cc1ccc(NC(=O)c2cncc(Br)c2)cc1S(=O)(=O)N(C)C | i | -1 | i | i | -1 | i | -6 | -2 | -2 | i | i
COc1ccc(N(CC(=O)N2CCN(Cc3ccccc3)CC2)S(C)(=O)=O)cc1Cl | i | 1 | i | i | -2 | i | 2 | -6 | 3 | i | i
COc1ccc(Cl)cc1/C=C1/C(=O)ON=C1C | i | -2 | i | i | -1 | i | 3 | 1 | 2 | i | i
CN(Cc1ccccc1)C(=S)NC(=O)c1ccccc1 | i | -3 | i | i | -4 | i | -3 | 2 | 3 | i | i
COc1cc([N+](=O)[O-])ccc1NC(=O)Cc1ccc(C)cc1 | i | -1 | i | i | -1 | i | ? | -10 | -3 | i | i
CCC1=NN(C(=O)COc2ccccc2)C(O)(c2ccc(Br)cc2)C1 (centres undefined) | i | -1 | i | i | 6 | i | 4 | -4 | 3 | i | -17*
Cn1c(=NC(=O)c2ccco2)sc2cccc(F)c21 | i | -1 | i | i | 6 | i | 4 | -12 | 0 | i | i
CCCN(CCC)CCCNC(=O)CCNS(=O)(=O)c1ccc(Br)cc1 | i | -2 | i | i | -9 | i | 5 | -6 | -1 | i | i
Cc1cc(O)c(C(C[N+](=O)[O-])c2ccc(Cl)cc2)c(=O)o1 (centres undefined) | i | 0 | i | i | -3 | i | -5 | -4 | 0 | i | i
CCOc1ccc(S(=O)(=O)N2CCCCC2)cc1NC(=O)C1CCC1 | i | 0 | i | i | 1 | i | -6 | -11 | 0 | i | i
CCOC(=O)C1=C(COC(=O)c2ccccc2[N+](=O)[O-])NC(=O)NC1C (centres undefined) | i | 0 | i | i | -2 | i | 3 | -18 | 2 | i | i
CC(C)Oc1ccc(S(=O)(=O)N2CCOCC2)cc1NC(=O)C1=COCCO1 | i | -1 | i | i | nt | i | 1 | -9 | -2 | i | i
O=C(COC(=O)Cc1ccsc1)NC(c1ccccc1)c1ccccc1 | i | -2 | i | i | 0 | i | 3 | -1 | -6 | i | i
Cc1ccc[n+](C(C)C(=O)Nc2ccc([N+](=O)[O-])cc2C)c1 (centres undefined) | i | -6 | i | i | -10 | i | 0 | -5 | -2 | i | i
C=CCN(c1ccccc1Cl)S(=O)(=O)c1cccc(C(=O)OCC(=O)N(C)C2CCS(=O)(=O)C2)c1 (centres undefined) | i | -1 | i | i | -3 | i | -9 | -6 | -1 | i | i
Nc1nc2ccccc2cc1-c1cccs1 | i | -1 | nt | i | 38 | i | -29 | -1 | 2 | i | i
COc1ccccc1CNS(=O)(=O)c1ccc2c(c1)CC(C)N2C(=O)C1CCC1 (centres undefined) | i | 0 | i | i | 4 | i | 1 | -6 | 2 | i | i
Cc1ccc(-c2csc(NC(=O)C3=COCCO3)n2)cc1C | i | -4 | i | i | 13 | i | 3 | -32 | -3 | 12* | i
CCN1C(=O)N(C)[C@@H](c2ccccc2)C(C(C)=O)=C1C | i | -1 | i | i | 4 | i | 1 | -4 | 3 | i | i
CSc1ccc(CN(C)C(=O)c2cc(Cl)c3c(c2)OCCO3)cc1 | i | 2 | i | i | -5 | i | 3 | -8 | 1 | i | i
COC(=O)C1(O)CC(CC(C)C)=NN1C(=O)c1ccccc1 (centres undefined) | i | 0 | i | i | 1 | i | -4 | -5 | -3 | i | i
O=C(NCC1CCCO1)NC1(C(F)(F)F)Oc2ccccc2O1 (centres undefined) | i | -4 | i | i | -1 | i | -4 | -11 | 1 | i | i
O=S(=O)(c1ccc(Br)cc1)c1nc(-c2ccccc2)oc1NCc1cccnc1 | i | nt | i | i | 2 | i | 9 | -9 | 6 | i | i
COC(=O)c1csc2c(C(F)(F)F)cc(N3CCN(C(=O)Nc4ccccc4)CC3)nc12 | i | -1 | nt | i | 4 | i | -4 | -6 | 2 | i | i
O=C(Nc1ccc(Br)cc1)c1cnccn1 | i | 1 | i | i | nt | i | 2 | -3 | 1 | i | i
Cc1cc(Br)ccc1OCCOCCN1CCCC1 | i | 1 | i | i | -2 | i | -11 | 0 | 2 | i | i
COc1ccc(CNC(=O)Nc2cc(C)cc(C)c2)cc1 | i | 0 | i | i | 14 | i | -4 | -2 | 1 | i | i
CC(C)c1ccc(OCC(=O)NC2=NCCS2)cc1 | i | -1 | i | i | -5 | i | 0 | -8 | 1 | i | i
CC(=O)Nc1cccc(C(=O)NC2CCCc3c2cnn3-c2ccc(C(C)(C)C)cc2)c1 (centres undefined) | i | 7 | i | i | 3 | i | 7 | -9 | -4 | i | i
O=C(c1ncn[nH]1)N1CCN(c2nc(-c3ccccc3)cs2)CC1 | i | 0 | i | i | 5 | i | -1 | -6 | 1 | i | i
CC(=O)c1ccc(S(=O)(=O)Nc2cccc(-c3cn4c(n3)SCC4)c2)cc1 | i | -4 | i | i | -1 | i | ? | -5 | 2 | i | i
COCCCNC(=O)CSc1nc2ccccc2c(=O)n1CCCN1CCCCC1 | i | -1 | i | i | 0 | i | -4 | -1 | 4 | i | i

Some of these compounds in order of molar mass, rising.
SMILES | RGS4 pot | GSK3 alpha inh | PolyA inhibitor | KCNK3 block | Dyrk1A ADPGlo | KCNQ1 pot | HDAC3 inhib | hERG protect | GSK3beta inhib | KCNQ1 block | KCNK9 inh
CCN1C(=O)N(C)[C@@H](c2ccccc2)C(C(C)=O)=C1C | i | -1 | i | i | 4 | i | 1 | -4 | 3 | i | i
COc1ccc(CNC(=O)Nc2cc(C)cc(C)c2)cc1 | i | 0 | i | i | 14 | i | -4 | -2 | 1 | i | i
O=C(c1ncn[nH]1)N1CCN(c2nc(-c3ccccc3)cs2)CC1 | i | 0 | i | i | 5 | i | -1 | -6 | 1 | i | i
